Screening data as filed in PubChem.
DAGLB inhibitor: DAGLB lipase inhibitors, primary screen, biochemical, fluorescence, HTS; Diacylglycerol lipase-beta (Homo sapiens), Q8NCG7; HEK293T DAGLB membrane lysate, EnzChek fluorogenic substrate; inhibition, % at 5.17 µM; 340,000 compounds, 0.059% hits; AID 504411, 2011; in the data active = inhibition above about 34%;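 also: 0% = enzyme with vehicle and 100% = wells lacking enzyme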
LANA DNA inh: inhibitors of KSHV C-LANA binding to DNA, primary screen, biochemical, fluorescence polarization, FAM-LBS DNA, MBP-C-LANA, single point; inhibition, % at 9 µM; 340,000 compounds, 0.078% hits; AID 504423, 2011;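 active = highest replicate inhibition at or above 60% at 9 µM, even if other replicates fall short; inactive = all replicates below 60% inhibition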;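 also: 0% = neutral control wells and 100% = 4 µM acridine orange control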
NSD2 inh: NSD2 histone methyltransferase inhibitors, primary screen, biochemical, AlphaScreen, single concentration, set 2; Histone-lysine N-methyltransferase NSD2 (Homo sapiens), O96028; NSD2 peptide methylation, 120 min; inhibition, % at 12.5 µM; 310,000 compounds, 0.54% hits; in the data active = inhibition above about 50%
SR-BI DiI-HDL act: activators of SR-BI mediated DiI-HDL uptake, primary screen, ldlA[mSR-BI] CHO cells, DiI fluorescence. activation, % at 12.5 µM. 320,000 compounds, 0.096% hits. 3 h; 100 = double the neutral-control signal;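 active = mean replicate activation of at least 60% and every replicate at or above 60%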;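 also: 0% = median plate neutral-control signal and 100% = twice that signal; values of inactives mirror those of a sister screen read the other way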
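Test system: SR-BI-overexpressing, LDLR-lacking CHO cells; Also added: labelled HDL, 10 µg/mL; Measured by: bottom-read cell fluorescence after medium removal, ex 550/em 595 nm; Timing: 3 h uptake period with compound, 37 °C; Buffer or medium: F12, 0.5% BSA, 25 mM HEPES; Doses: single compound concentration, delivered by pin transfer.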
Arr AP2 block: inhibitors of beta-arrestin/AP2 binding, primary screen, biochemical, GPCR trafficking, flow cytometry | 340,000 compounds, 0.31% hits | AID 504490, 2011 | inhibition, % at 10 µM | FITC-arrestin peptide / GST-AP2 beads; AP2 beta2 appendage carries R879A mutation;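 active = inhibition above a set limit, near 3 SD of compounds lacking own fluorescence, cut at about 54% in these data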;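 also: plate controls were DMSO wells for no effect and 5 µM unlabelled arrestin peptide for full effect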
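test system = AP2 appendage R879A on GSH beads | buffer or medium = PBS plus Tween 20 (0.05%) and BSA (0.1%) | incubation = 12 min plus 1 h, RT | detection = bead flow cytometry, FITC channel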
SR-BI HDL uptake: inhibitors of SR-BI mediated HDL lipid uptake, primary screen, ldlA[mSR-BI] cells, fluorescence, single point | inhibition, % at 12.5 µM | ldlA[mSR-BI] CHO cells, DiI-HDL uptake fluorescence, 3 h | 320,000 compounds, 0.96% hits;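 active = mean replicate inhibition of at least 70% and a set share of replicates each scoring 70 or more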;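 also: 0% = median of neutral control wells and 100% = median of positive control wells; values of inactives mirror those of a sister screen read the other way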
Keap1 Nrf2 FP: Keap1-Nrf2 protein-protein interaction inhibitors, primary screen, biochemical, fluorescence polarization, single point; AID 504523, 2011; 340,000 compounds, 0.15% hits; inhibition, % at 9.4 µM; Kelch-like ECH-associated protein 1 (Homo sapiens), Q14145; Keap1 Kelch-Nrf2 peptide fluorescence polarization, 1536-well; in the data active = inhibition above about 12%;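 also: human Keap1 Kelch domain with fluorescein labeled Nrf2 9mer peptide probe; 0% = neutral control wells and 100% = peptide positive control; higher means more block of Keap1 binding to Nrf2 peptide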
Target sequence (Q14145 whole entry, looked up, the tested form may be a part): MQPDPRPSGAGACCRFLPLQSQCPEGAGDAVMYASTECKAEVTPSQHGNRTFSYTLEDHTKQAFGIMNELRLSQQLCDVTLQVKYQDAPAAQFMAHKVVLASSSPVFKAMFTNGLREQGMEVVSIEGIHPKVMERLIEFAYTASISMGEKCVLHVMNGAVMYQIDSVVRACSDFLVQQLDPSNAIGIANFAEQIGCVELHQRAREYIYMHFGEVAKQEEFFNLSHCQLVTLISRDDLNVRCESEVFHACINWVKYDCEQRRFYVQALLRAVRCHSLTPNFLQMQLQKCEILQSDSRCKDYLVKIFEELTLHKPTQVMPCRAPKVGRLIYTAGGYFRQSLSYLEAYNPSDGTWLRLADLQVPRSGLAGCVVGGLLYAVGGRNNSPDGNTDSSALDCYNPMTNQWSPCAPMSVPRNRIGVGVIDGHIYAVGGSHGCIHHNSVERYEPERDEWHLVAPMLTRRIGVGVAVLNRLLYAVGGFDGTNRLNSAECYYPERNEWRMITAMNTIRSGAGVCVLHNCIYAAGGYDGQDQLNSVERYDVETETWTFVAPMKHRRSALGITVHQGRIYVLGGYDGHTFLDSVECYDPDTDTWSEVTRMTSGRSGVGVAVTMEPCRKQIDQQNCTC
PKA-R2B act: activators of PKA-R2B holoenzyme, primary screen, biochemical, fluorescence polarization, Cy5-IP20, human. cAMP-dependent protein kinase catalytic subunit beta (Homo sapiens) + cAMP-dependent …. PKA-R2B holoenzyme dissociation; R2B truncated from residue 108, S112A mutant; 0% DMSO only, 100% 113 µM cGMP. activation, % at 11.4 µM. 340,000 compounds, 0.079% hits;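 active = activation above a cutoff set at the mean over all compounds plus 3 SD, cut at about 18% in these data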;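 also: higher means more holoenzyme dissociation and a rise in polarization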
Target sequence (P31323 whole entry, looked up, other chains not shown, the tested form may be a part): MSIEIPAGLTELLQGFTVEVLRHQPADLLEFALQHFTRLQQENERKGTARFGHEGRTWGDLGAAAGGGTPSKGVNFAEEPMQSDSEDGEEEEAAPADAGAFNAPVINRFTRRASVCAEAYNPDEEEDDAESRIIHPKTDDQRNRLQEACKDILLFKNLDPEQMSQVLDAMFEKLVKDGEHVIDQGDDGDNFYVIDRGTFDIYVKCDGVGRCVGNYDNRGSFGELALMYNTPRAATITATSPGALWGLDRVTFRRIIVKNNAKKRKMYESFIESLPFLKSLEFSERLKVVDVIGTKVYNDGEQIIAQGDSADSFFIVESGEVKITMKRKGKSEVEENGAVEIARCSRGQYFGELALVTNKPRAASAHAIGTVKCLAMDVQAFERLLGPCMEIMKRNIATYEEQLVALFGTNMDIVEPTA
RTF Ca sens inh: cardiac RTF calcium sensitivity inhibitors, primary screen, biochemical, IANBD-TnC fluorescence, EC70 calcium; Troponin I, cardiac muscle (Homo sapiens) + Troponin T, cardiac muscle (Homo sapiens) + …; IANBD-labeled cardiac RTF, Ca2+ fluorescence; inhibition, % at 7.15 µM; 340,000 compounds, 0.12% hits;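 active = inhibition above the mean inhibition of all tested compounds plus 3 SD, cut at about 17% in these data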;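 also: assay run at fixed EC70 calcium of 1.6 mM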
PvdQ acylase: P. aeruginosa PvdQ acylase inhibitors, primary screen, biochemical, fluorescence, plate reader and imaging, single point; purified PvdQ acylase; inhibition, % at 10 µM; 340,000 compounds, 0.063% hits; AID 488965, 2010; in the data active = inhibition above about 30%, passing the limit was not always enough;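 also: 0% = vehicle neutral wells and 100% = reference inhibitor wells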
Active calls of the source: *; / = no result given.

SMILES | DAGLB inhibitor | LANA DNA inh | NSD2 inh | SR-BI DiI-HDL act | Arr AP2 block | SR-BI HDL uptake | Keap1 Nrf2 FP | PKA-R2B act | RTF Ca sens inh | PvdQ acylase
CCCC(=O)n1nc(-c2cccnc2)nc1N | 3 | 0.1 | -1 | 8 | 22 | -8 | 0 | 5 | -7 | -4
Cc1ccc(CN2C(=O)c3ccccc3Sc3ccc(C(=O)NCCN4CCOCC4)cc32)cc1 | 1 | -0.6 | 1 | 10 | 0 | -10 | -1 | -13 | -1 | 5
Cc1cc(/C=C2/NC(=O)N(c3ccccc3)C2=O)c(C)n1C(C)C | 5 | -1.6 | 7 | -23 | / | 23 | -3 | 11 | 5 | 2
COC(=O)CSC1=C(C#N)C(c2ccccc2)CC(=O)N1 (stereo not drawn) | 2 | 0.5 | 1 | / | 5 | / | -1 | -1 | -7 | -13
CN(C)S(=O)(=O)c1cccc(NC(=O)COC(=O)c2cc(-c3cccc(Br)c3)nc3ccccc23)c1 | -7 | 0.0 | 1 | -36 | 3 | 36 | -8 | -3 | 8 | -10
Cc1nn(CC(=O)Nc2nc3ccccc3s2)c(C)c1[N+](=O)[O-] | 1 | -1.9 | 0 | -18 | 3 | 18 | -6 | -7 | -20 | -11
c1csc(-c2noc(COc3ccc4c(c3)CCCC4)n2)c1 | -27 | -1.1 | -8 | 16 | 5 | -16 | 0 | -5 | 5 | -20
CC1=NC(C)Cc2ccccc21 (stereo not drawn) | -3 | 0.7 | -3 | -4 | -5 | 4 | -1 | -11 | 0 | -17
CCCN(C(=O)COC(=O)c1nc2nccc(C)n2n1)C1CCS(=O)(=O)C1 (stereo not drawn) | 2 | -0.4 | -1 | 19 | -13 | -18 | -1 | -6 | 5 | -6
Cc1nc(NC(=O)c2ccc3c(c2)OCO3)ccc1Br | -10 | 1.0 | 1 | -34 | 1 | 34 | -5 | 9 | -2 | 2
Cc1cc(C(=O)N/N=C/c2cccc([N+](=O)[O-])c2)c(C)o1 | -5 | -0.5 | 0 | -3 | 6 | 3 | 2 | 4 | -15 | -14
CC(=O)c1cccc(OCC(=O)Nc2cccc(C(=O)Nc3c(C)n(C)n(-c4ccccc4)c3=O)c2)c1 | 2 | -0.5 | -1 | -31 | 7 | 31 | 0 | -2 | -8 | -4
COc1ccccc1C(=O)C1CCCN(C(=O)CCn2cnnn2)C1 (stereo not drawn) | 3 | -0.5 | -1 | / | 18 | / | -2 | -6 | -16 | 27
Nc1ccc(C(=O)OCCCc2nc3cc4ccccc4cc3[nH]2)cc1 | 2 | 0.9 | 1 | / | 2 | / | -6 | -10 | -2 | -11
Cc1nonc1C(=O)N/N=C/c1ccc([N+](=O)[O-])o1 | 2 | 1.3 | 10 | -11 | 3 | 11 | 5 | 6 | 5 | -9
CCOCCCNC(=O)CN1N=C(c2ccc(C)cc2)CCC1=O | 0 | -0.4 | 1 | 23 | 1 | -23 | -5 | -15 | -5 | 2
CN(C(=O)C1CCCCN1S(=O)(=O)c1ccccc1)c1ccccc1 (stereo not drawn) | -3 | -0.4 | -2 | 9 | 11 | -9 | -2 | 5 | 7 | -4
CC(=Nc1ccc(Br)cc1)c1sc2ccccc2c1O | -11 | 0.2 | / | / | -6 | / | -2 | -13 | -20 | -6
O=C(Cn1ncc(Cl)c(Cl)c1=O)c1ccc2c(c1)OCCO2 | -2 | 0.4 | 2 | 4 | -6 | -4 | -1 | -13 | 0 | -8
CC1CCCN(C(C(=O)NC2CCCCC2)c2cc3c(cc2[N+](=O)[O-])OCO3)C1 (stereo not drawn) | -7 | -1.0 | 4 | 18 | 17 | -18 | 3 | 11 | 7 | 8
COc1ccc(N2CCN(CC(O)COc3cc(C)cc(C)c3)CC2)cc1 (stereo not drawn) | -5 | 1.1 | 16 | -14 | -9 | 14 | -3 | -7 | -11 | -21
COc1ccccc1CC(=O)NC1CCN(Cc2ccccc2)CC1 | 0 | 1.9 | / | -11 | -9 | 11 | 4 | -3 | -8 | -22
O=C1c2ccccc2C(Nc2ccc(S(=O)(=O)N3CCCCC3)cc2)N1c1ccccn1 (stereo not drawn) | 0 | -1.8 | / | 32 | 10 | -32 | -10 | 2 | -4 | 8
CCCNC(=O)/C(=C/c1cn(S(=O)(=O)N(C)C)c2ccccc12)NC(=O)c1ccc(OC)cc1 | 0 | 1.6 | 2 | -12 | 2 | 12 | 6 | 5 | -14 | 14
O=C(Nc1ccccc1)C1=C[C@@H](c2ccc(Br)cc2)C[C@@H](OCCCCO)O1 | -4 | 2.0 | / | -25 | 22 | 25 | -8 | -12 | -10 | 1

Reformatted: three of the compounds above.
Below each SMILES – DAGLB inhibitor	LANA DNA inh	NSD2 inh	SR-BI DiI-HDL act	Arr AP2 block	SR-BI HDL uptake	Keap1 Nrf2 FP	PKA-R2B act	RTF Ca sens inh	PvdQ acylase
COc1ccc(N2CCN(CC(O)COc3cc(C)cc(C)c3)CC2)cc1 (stereo not drawn)
    -5	1.1	16	-14	-9	14	-3	-7	-11	-21
COc1ccccc1CC(=O)NC1CCN(Cc2ccccc2)CC1
    0	1.9	/	-11	-9	11	4	-3	-8	-22
O=C1c2ccccc2C(Nc2ccc(S(=O)(=O)N3CCCCC3)cc2)N1c1ccccn1 (stereo not drawn)
    0	-1.8	/	32	10	-32	-10	2	-4	8

Other structures follow:
SMILES | DAGLB inhibitor | LANA DNA inh | NSD2 inh | SR-BI DiI-HDL act | Arr AP2 block | SR-BI HDL uptake | Keap1 Nrf2 FP | PKA-R2B act | RTF Ca sens inh | PvdQ acylase
CCOc1ccccc1NC(=S)NC1CC2CCC1C2 (stereo not drawn) | 1 | -2.8 | -2 | -25 | 5 | 25 | 4 | -9 | -4 | -4
CC(=O)NCC1CCCN(C(=O)c2ccc(OC3CCN(Cc4ccccn4)CC3)cc2)C1 (stereo not drawn) | 1 | -2.2 | -6 | -9 | 19 | 9 | 2 | -6 | -9 | -8
CC(NC(=O)/C(C#N)=C/c1ccco1)c1ccccc1 (stereo not drawn) | 2 | 1.9 | -13 | 10 | -5 | -10 | -5 | -4 | -5 | -14
COc1ccc(C2=NS(=O)(=O)N(C)C(C(=O)N3CCOCC3)=C2)cc1 | 0 | 0.5 | / | 14 | 4 | -14 | 1 | -13 | 3 | 4
COc1ccc(CCNC(=O)CSc2nc(O)c(CC(C)C)c(=O)[nH]2)cc1OC | -2 | -0.2 | 2 | 9 | 1 | -9 | 4 | -7 | 3 | -2
O=C1CSC(=Nc2ccc(Cl)cc2)N1Cc1cccnc1 | 1 | 0.2 | 0 | -3 | -6 | 3 | -5 | 5 | -2 | -8
COCCCN(CC(=O)O)S(=O)(=O)c1ccccc1 | 1 | 0.0 | -2 | 39 | 2 | -39 | -1 | 5 | -1 | -7
COc1ccc(CN2C(=O)NC(C)(c3ccc(C)cc3)C2=O)cc1F (stereo not drawn) | -1 | -1.7 | -1 | 10 | 13 | -10 | -1 | -8 | 2 | 11
O=C(CN1CCN(CC(=O)Nc2ccccc2Cl)CC1)Nc1ccc2c(c1)OCCO2 | -2 | 0.5 | 1 | -39 | 1 | 39 | -6 | 6 | -9 | -8
O=S(=O)(N/N=C/c1ccc(N2CCOCC2)cc1)c1ccc(Br)cc1 | 0 | -0.7 | 0 | / | 9 | / | -4 | 3 | -14 | -8
CC(=O)N1CCN=C1SCc1ccc(C(F)(F)F)cc1 | -4 | 0.2 | 12 | 25 | 12 | -25 | 0 | 1 | 1 | 6
Cc1ccccc1C(=O)Oc1ccc(-c2csnn2)cc1 | -4 | -0.2 | -3 | -21 | 6 | 21 | -4 | -1 | 1 | -6
CCc1ccc(C(=O)/C=C/c2ccc([N+](=O)[O-])o2)cc1 | 1 | 0.8 | -3 | -13 | 8 | 13 | -8 | -3 | -15 | -9
Cc1c(C(=O)OCC(=O)N2C(C)CCCC2C)oc2ccccc12 (stereo not drawn) | -2 | -0.5 | -2 | -46 | 0 | 46 | 2 | 4 | -4 | 3
CCN(CC)C(=S)SCC(=O)Nc1nc(=O)c2ccccc2s1 | 2 | 0.0 | -13 | 3 | -11 | -3 | -3 | 3 | -13 | -4
CCn1c(CCC(=O)Nc2nc3c(s2)CCCC3)nc2cc(S(=O)(=O)N(C)C)ccc21 | 0 | 0.0 | 3 | -16 | 3 | 16 | -6 | -6 | 2 | -16
CCN(C(=O)CN1C(=O)NC(CCSC)C1=O)C1CCS(=O)(=O)C1 (stereo not drawn) | -7 | 1.0 | -3 | 14 | 31 | -14 | -5 | -4 | -6 | 3
CC(C)(C)OC(=O)C(Cc1ccc(OC(C)(C)C)cc1)NC(=O)CNC(=O)OCc1ccccc1 (stereo not drawn) | -8 | -0.2 | -1 | -13 | -3 | 13 | 1 | -17 | 16 | -6
Cc1nnc(SCC(=O)N2CC(=O)Nc3ccccc32)n1Cc1ccccc1 | -2 | 1.5 | 2 | -3 | 14 | 3 | -1 | -12 | 0 | 5
CN1CCN(CC(O)COc2ccccc2)CC1 (stereo not drawn) | -1 | 1.7 | -2 | 12 | 15 | -12 | -5 | -4 | -10 | -5
COc1ccc(NC(=O)c2cccnc2SC)cc1S(=O)(=O)N1CCCCC1 | -2 | 0.1 | 1 | -16 | 0 | 16 | -1 | -8 | -7 | -9
COc1ccc(-c2nnc(NC(=O)c3ccco3)s2)cc1 | 7 | 0.1 | / | 3 | 10 | -3 | -5 | -3 | -5 | -22
CCN(CC)CC(=O)Nc1ccc(C)cc1Br | -3 | 0.5 | -1 | -3 | 12 | 3 | 1 | -2 | -2 | -22
CCc1nccn1CCC(=O)NC1CC(C)(C)Cc2c1cnn2-c1cccc(F)c1 (stereo not drawn) | 1 | -0.7 | -2 | 17 | -17 | -17 | -2 | -3 | -1 | -18
CCCCN(C)CCNC(=O)c1cc2cc3ccc(OC)cc3nc2o1 | 3 | -5.7 | 7 | -14 | -10 | 14 | -9 | 3 | -9 | -69
Cc1ccc(NC(=O)CN(c2ccccc2F)S(C)(=O)=O)cc1 | -4 | 0.5 | -5 | 24 | -6 | -24 | 2 | 7 | -5 | -3
O=C(CCc1ccccc1)OCC(=O)c1ccc([N+](=O)[O-])cc1 | -2 | -1.4 | 1 | 13 | 1 | -13 | -4 | -2 | -10 | -17
CCN(CC)CCNC(=O)c1ccc(NC(=O)c2ccccc2-c2ccc(C(F)(F)F)cc2)cc1 | -2 | -0.8 | 8 | / | 5 | / | -3 | -3 | -3 | 1
